# ERG Ets-DNA blk = ERG Ets/DNA interaction inhibition. AID 624246. 370,000 tested, 0.028% active. Potency, µM (titrated, usually from 76.9 µM), for the others: top-dose FP activity, negative = inhibition, usual class: inhibitors. P11308. fluorescence polarization, His-ERG Ets domain / labelled DNA; active = well fitted inhibition curve with a large enough effect in the polarisation, with a control signal flat; inconclusive = small, poorly fitted or top-dose-only effect, or effect the other way, or a change in a side signal; inactive = no such curve, though single readings can be large or run the other way; the % refers to the polarisation;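 note: polarization taken with two DNA probes labelled with fluorescein and Texas red; potency is the fitted concentration of half-maximal effect; % of control where 0% means no effect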
# Target sequence (P11308 whole entry, looked up, the tested form may be a part): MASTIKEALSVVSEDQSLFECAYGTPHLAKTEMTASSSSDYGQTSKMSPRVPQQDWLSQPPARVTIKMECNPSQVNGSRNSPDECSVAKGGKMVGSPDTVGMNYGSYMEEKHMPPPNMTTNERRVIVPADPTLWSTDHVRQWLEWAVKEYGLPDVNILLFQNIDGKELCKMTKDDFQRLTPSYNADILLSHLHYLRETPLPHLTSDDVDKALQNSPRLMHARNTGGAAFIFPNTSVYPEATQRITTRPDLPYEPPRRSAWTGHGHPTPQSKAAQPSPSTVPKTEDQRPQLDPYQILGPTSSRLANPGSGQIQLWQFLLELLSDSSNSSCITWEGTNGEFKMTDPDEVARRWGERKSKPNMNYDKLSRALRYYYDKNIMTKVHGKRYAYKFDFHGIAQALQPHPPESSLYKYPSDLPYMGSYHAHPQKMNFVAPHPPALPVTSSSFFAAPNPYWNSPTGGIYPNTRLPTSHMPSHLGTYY
#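 His-tagged ERG Ets domain (1 uM in the protein solution; 300mM KCl, 50mM Tris-HCl, 1mM EDTA, 1mM DTT, pH 7.5) received compound, then a probe mix of 5 nM fluorescein-DNA and 100nM Texas-615-DNA. Fluorescence polarization was read for both dyes.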
# Apoferritin bind = binds horse apoferritin like a general anesthetic; AID 485281; Potency, µM (doses to about 77.5 µM), for the others: at the highest dose activity change, negative = displacement, usual class: inhibitors; P02791; apoferritin/1-aminoanthracene competitive binding, fluorescence; 350,000 tested, 0.074% active; note: potency is the fitted concentration of half-maximal effect; % is set by controls: 0 for no effect and ±100 for the full control effect; nearly all actives have a fitted effect of over 20% in size
# Target sequence (P02791 2-175 limits assumed): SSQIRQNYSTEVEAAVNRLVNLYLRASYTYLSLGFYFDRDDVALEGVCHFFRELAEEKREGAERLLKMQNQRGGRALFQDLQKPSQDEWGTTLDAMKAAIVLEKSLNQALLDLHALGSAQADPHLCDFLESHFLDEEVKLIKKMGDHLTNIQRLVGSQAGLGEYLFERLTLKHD
#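 Probe: 1-aminoanthracene (50% saturated, PBS). Protein: horse-spleen apoferritin, 10 uM. Incubation: 10 min, room temperature. Detection: 380 nm excitation, 535 nm emission. Analysis: normalized response, four-parameter Hill.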
# BLM inh = blocks DNA unwinding by human BLM helicase | recombinant BLM DNA unwinding, fluorescence dequenching | Potency, µM (doses to about 56.1 µM), for inactives: top-dose activity change, negative = inhibition, hits mostly inhibitors | 350,000 tested, 0.2% active | AID 2528;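 note: potency is the fitted concentration of half-maximal effect; plate controls were vehicle for no effect and no enzyme for full effect; nearly all actives have a fitted effect of over 35% in size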
# TRHR ag = activates the human TRH receptor; P34981; TRHR cells, calcium flux fluo-8, FDSS agonist mode; activation, % at 2 µM; 360,000 tested, 0.18% active; in the data active = activation above about 30%; note: 0% is about no effect
#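 Fluo-8-loaded TRHR cells; 10 s baseline, compound added, kinetic Ca2+ fluorescence read 1/s, agonist mode.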
# Pol beta inh = blocks human DNA polymerase beta activity | Potency, µM (titrated, usually from 114 µM), without a hit: top-dose activity change, negative = inhibition, actives largely listed as inhibitors | P06746 | 340,000 tested, 1.3% active | Pol beta primer extension/strand displacement, fluorescence kinetic; note: potency is the fitted concentration of half-maximal effect; % is set by controls: 0 for no effect and ±100 for the full control effect
#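 Preincubation: enzyme (10 nM) with compound, 15 min, RT. Reaction: substrate added to 50 nM final. Reads: 0 and 10 min. Analysis: normalized, Hill fit.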
# Pol kappa inh = DNA polymerase kappa (human) inhibition. Potency, µM (highest dose often 107 µM), for inactives: at the top dose activity, negative = inhibition, most hits filed as inhibitors. 400,000 tested, 0.53% active. purified Pol kappa, fluorescent DNA synthesis assay, 10 min. Q9UBT6; note: potency is the fitted concentration of half-maximal effect; % is set by controls: 0 for no effect and ±100 for the full control effect
#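 Here, compound and 10 nM enzyme are combined for 15 min at room temperature; adding 50 nM substrate (final) starts DNA synthesis, tracked by fluorescence at 0 and 10 min against buffer-only wells.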
# 12-LOX inh = inhibitors of human 12S-lipoxygenase ALOX12; P18054; purified 12hLO, xylenol orange hydroperoxide absorbance; Potency, µM (doses to about 108 µM), for inactives: at the highest dose activity change, negative = inhibition, usual class: inhibitors; 580,000 tested, 1.1% active; AID 1671190; note: potency is the fitted concentration of half-maximal effect; % is set by controls: 0 for no effect and ±100 for the full control effect
#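 Purified human 12hLO at 150 nM in 25 mM Hepes, 0.01% Triton X-100, pH 7.0, preincubated 15 min at room temperature with compound. Reaction started with 40 uM arachidonic acid, 30 min at room temperature. Hydroperoxide measured by Fe-xylenol orange, 573/405 nm absorbance ratio.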
# POLI inh = blocks human DNA polymerase iota activity. Q9UNA4. Pol iota fluorescent replication assay, 10 min. Potency, µM (doses to about 115 µM), for inactives: at the highest dose activity, negative = inhibition, actives largely listed as inhibitors. 390,000 tested, 1% active. AID 588590; note: potency is the fitted concentration of half-maximal effect
#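 Fluorescent replication assay read twice, at 0 min and 10 min after adding 50 nM (final) substrate. Enzyme (10 nM) and compounds were first incubated 15 min at room temperature; enzyme-free buffer wells were negative controls.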
# APEX1 inh = inhibitors of human APE1 endonuclease; P27695; recombinant APE1, TAMRA/BHQ-2 abasic DNA cleavage fluorescence; 350,000 tested, 0.35% active; Potency, µM (top dose mostly 65.8 µM), for inactives: at the top dose activity change, negative = inhibition, usual class: inhibitors;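 note: potency is the fitted concentration of half-maximal effect; plate controls were vehicle for no effect and reference inhibitor for full effect; nearly all actives have a fitted effect of over 55% in size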
# Target sequence (P27695 whole entry, looked up): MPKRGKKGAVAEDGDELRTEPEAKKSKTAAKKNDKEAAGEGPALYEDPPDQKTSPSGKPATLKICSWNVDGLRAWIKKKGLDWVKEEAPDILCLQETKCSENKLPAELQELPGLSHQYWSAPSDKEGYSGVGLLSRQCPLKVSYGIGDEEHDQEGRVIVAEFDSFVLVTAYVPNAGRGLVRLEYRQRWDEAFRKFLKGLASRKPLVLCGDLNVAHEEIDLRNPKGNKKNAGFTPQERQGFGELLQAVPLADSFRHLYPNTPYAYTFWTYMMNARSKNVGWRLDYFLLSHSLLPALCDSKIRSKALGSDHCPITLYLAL
#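 Substrate: short duplex with […] THF abasic site, 5'-TAMRA and 3'-BHQ-2, 50 nM final. APE1 at 0.75 nM, preincubated 15 min RT with compound. Fluorescence increase from first to third read measured activity.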
# * marks the source's active call; other numbers are inactive results; ? = inconclusive; . = not tested or not shown; & = joins results of further samples; ! = not active in a repeat; [ ] = remark or other dose. Unless noted, calls come from the whole dose curve; as a rule, active = well fitted curve in the direction sought with a large enough effect; inconclusive = small, poorly fitted or top-dose-only effect, or another doubt; inactive = no such curve, though single readings can be large; an effect the other way counts as inactive or inconclusive.
# Order of values: Pol beta inh, BLM inh, Pol kappa inh, Apoferritin bind, 12-LOX inh, ERG Ets-DNA blk, APEX1 inh, TRHR ag, POLI inh
> CCCCN(CC)C(=O)/C=C/c1cccc([N+](=O)[O-])c1
  9%, -2%, -5%, -17%, 0%, -2%, 1%, 0.4, -11%
> O=C(CSc1nc(-c2ccccc2)c(-c2ccccc2)o1)N1CCOCC1
  1%, -8%, -21%, -5%, 0%, 3%, -6%, ., -2%
> CCCCC(CC)CNC(=O)Cc1ccc(-n2c(=O)[nH]c3ccccc3c2=O)cc1 (stereo not drawn)
  30%, 1%, -12%[60.1 µM], ?, ?, 12%, ., -0.5, 13%
> Cc1cc2c(cc1S(=O)(=O)N(C)CC(=O)Nc1ccc(C#N)cc1)OCC(=O)N2
  29%, 1%, -2%[60.1 µM], -7%, -13%, 2%, ., 0.2, -21%
> CCOC(=O)Cc1csc(NC(=O)c2ccncc2)n1
  10%, 0%, 1%, -7%, 0%, -2%, 2%, 1.1, 4%
> CCc1cccc(C)c1NC(=O)C1CCN(c2nn3c(=O)cc(C)nc3s2)CC1
  7%&15%, -1%&-1%, ?, -10%&-5%, 1%&-11%, 8%&-1%, -5%, -0.1&-0.6, 3%&21%
> Cc1ccc(S(=O)(=O)N(CC(=O)N2CCCC2)C2CCCCC2)cc1
  -1%, 2%, 6%, -3%, -2%, 4%, 4%, 0.4, 19%
> Nc1nc(C23CC4CC(CC(C4)C2)C3)cs1
  -13%, -2%, -1%, ?, -25%, ., ?, 2.6, 13%
> Cc1ccc(-c2ccc(CCC(=O)O)n2-c2cccc(C(=O)O)c2)cc1
  -5%, -2%, -10%, -3%, 0%, 20%, 21%, 0.4, 2%
> Cc1ccc(CN(C(=O)c2csnn2)C(C(=O)NC2CCCC2)c2ccc(C)o2)cc1 (stereo not drawn)
  1%, -3%, -6%, 0%, 9%, -7%, 21%, -0.1, ?
> COC(=O)CC(C(=O)Nc1cc(C(=O)OC)cc(C(=O)OC)c1)N1CCN(C)CC1 (stereo not drawn)
  ., ., -1%, ., 9%, -5%, ., ., -2%
> S=c1[nH]c(-c2ccccc2)cn1/N=C/c1ccccc1Br
  6%, -8%, -4%, -7%, ?, -18%, -4%, 2.2, 51%[activator]
> O=C(NNS(=O)(=O)Cc1ccccc1)c1ccc([N+](=O)[O-])cc1
  3%, -6%, -10%, -3%, ?, -3%, -8%, -0.2, ?
> CC(C)C(NC(=O)c1ccccc1F)C(=O)NCCCn1ccnc1 (stereo not drawn)
  ., ., 0%, ., -4%, 5%, 39%, ., 60%[activator]
> COc1ccc(/C=C(/CC(=O)Nc2ccccc2)c2nc3ccccc3s2)cc1
  -2%, -6%, -23%, 1%, -20%, 6%, -1%, 0.8, ?

# 4 successive compounds from above, for reference:
# Order of values: Pol beta inh, BLM inh, Pol kappa inh, Apoferritin bind, 12-LOX inh, ERG Ets-DNA blk, APEX1 inh, TRHR ag, POLI inh
> CCOC(=O)Cc1csc(NC(=O)c2ccncc2)n1
  10%, 0%, 1%, -7%, 0%, -2%, 2%, 1.1, 4%
> CCc1cccc(C)c1NC(=O)C1CCN(c2nn3c(=O)cc(C)nc3s2)CC1
  7%&15%, -1%&-1%, ?, -10%&-5%, 1%&-11%, 8%&-1%, -5%, -0.1&-0.6, 3%&21%
> Cc1ccc(S(=O)(=O)N(CC(=O)N2CCCC2)C2CCCCC2)cc1
  -1%, 2%, 6%, -3%, -2%, 4%, 4%, 0.4, 19%
> Nc1nc(C23CC4CC(CC(C4)C2)C3)cs1
  -13%, -2%, -1%, ?, -25%, ., ?, 2.6, 13%

# Continued.
# Order of values: Pol beta inh, BLM inh, Pol kappa inh, Apoferritin bind, 12-LOX inh, ERG Ets-DNA blk, APEX1 inh, TRHR ag, POLI inh
> O=C(Nc1cccc(Cl)c1)NC1CCCCC1
  3%, -3%, -21%, -22%, -17%, 1%, -4%, 0.2, 11%
> CCCCOc1ccc(C2CC(=O)NC2=O)cc1 (stereo not drawn)
  0%, 6%, -20%, -8%, -23%, -3%, ?, -0.3, 1%
> COc1ccc(-c2noc(CC(=O)Nc3cc(OC)ccc3OC)n2)cc1
  5%, -3%, -4%, 115%[activator], -2%, 1%, ., 0.0, 20%
> CCOc1ccccc1NC(=O)CSc1nnnn1C1CCCC1
  -11%, -4%, 3%, -4%, -2%, -5%, 10%, -0.4, 31%[activator]
> O=C(Cn1cc(COc2cc(F)cc(F)c2)nn1)c1ccc(O)cc1
  ., ., 0%, ., ?, 9%, ., ., 8%
> C=Cn1cc[n+](CC(=O)c2cccs2)c1
  10%, -4%, 4%, -3%, 0%, -5%, 10%, 0.9, 25%
> O=C(Cc1cccc2ccccc12)Nc1cc(Cl)ccc1C(=O)O
  3%, 1%, -5%, -11%, 18µM*!, 3%, -14%, 0.2, 7%
> COc1cc2c(cc1OC)C(C(=O)N1CCN(c3ccccc3)CC1)C(c1cccs1)N(C)C2=O (stereo not drawn)
  -6%, 0%, -26%, -8%, ?, 2%, -4%, -0.6, 14%
> O=C(O)c1ccccc1C(=O)Nc1ccccc1
  6%, 0%, -26%, 3%, 0%, -7%, 1%, -1.7, -7%
> Cc1cccc(NC(=S)N(C)C2(c3ccccc3Cl)CCCCC2=O)c1 (stereo not drawn)
  1%, -1%, -4%, -6%, 14%, 0%, -6%, -0.4, -5%
> COc1cc2c(cc1OC)CN(C(=O)CSc1ccc(F)cc1)CC2
  ., ., -10%, ., ?, 1%, 3%, -0.3, 12%
> COc1ccc(-c2c(=O)n(OCc3nc4ccccc4[nH]3)c3ccccc3[n+]2[O-])cc1
  4%, -3%, -21%, 3%, 442%[activator], 7%, 16%, 1.3, 40%[activator]
> O=C1C2C3CCC(O3)C2C(=O)N1c1nccs1 (stereo not drawn)
  ., ., -9%, ., -27%, -3%, ., ., 22%
> NC(=O)Cn1c(=O)n(-c2ccccc2)c(=O)c2oc3ccccc3c21
  36%[activator], -3%, 2%, -3%, 0%, 1%, 13%, 0.4, -25%
> Cc1cc(C)c(S(=O)(=O)Nc2cccc3cccnc23)c(C)c1
  ., -13%, -30%, -2%, 25%, ., -4%, 2.8, 44%[activator]

# Five entries drawn at random from those above:
# Order of values: Pol beta inh, BLM inh, Pol kappa inh, Apoferritin bind, 12-LOX inh, ERG Ets-DNA blk, APEX1 inh, TRHR ag, POLI inh
> Cc1cc(C)c(S(=O)(=O)Nc2cccc3cccnc23)c(C)c1
  ., -13%, -30%, -2%, 25%, ., -4%, 2.8, 44%[activator]
> C=Cn1cc[n+](CC(=O)c2cccs2)c1
  10%, -4%, 4%, -3%, 0%, -5%, 10%, 0.9, 25%
> COc1ccc(-c2c(=O)n(OCc3nc4ccccc4[nH]3)c3ccccc3[n+]2[O-])cc1
  4%, -3%, -21%, 3%, 442%[activator], 7%, 16%, 1.3, 40%[activator]
> COc1cc2c(cc1OC)C(C(=O)N1CCN(c3ccccc3)CC1)C(c1cccs1)N(C)C2=O (stereo not drawn)
  -6%, 0%, -26%, -8%, ?, 2%, -4%, -0.6, 14%
> COc1cc2c(cc1OC)CN(C(=O)CSc1ccc(F)cc1)CC2
  ., ., -10%, ., ?, 1%, 3%, -0.3, 12%

# Remaining list, next part:
# Order of values: Pol beta inh, BLM inh, Pol kappa inh, Apoferritin bind, 12-LOX inh, ERG Ets-DNA blk, APEX1 inh, TRHR ag, POLI inh
> COc1cc(CN2CCC(n3nccc3NC(=O)c3ccc4c(c3)OCO4)CC2)ccc1O
  41%, -2%, -8%, -9%, 16%, 2%, 10%, 0.1, 41%[activator]
> CC(/C=N/NC(=S)Nc1cccc(S(=O)(=O)N(C)C)c1)c1ccccc1 (stereo not drawn)
  -2%, 3%, -1%, 5%, -15%, -3%, 34%[activator], 0.1, 16%
> CCOC(=O)C1(CCOc2ccccc2)CCN(Cc2ccc3c(c2)OCCO3)CC1
  2%, -4%, -11%, -7%, -5%, 4%, -1%, -0.3, 0%
> CN1CCN(S(=O)(=O)c2ccc(NC(=O)c3ccccc3F)cc2)CC1
  ?, -2%, -7%, -9%, 0%, 6%, 4%, 0.1, 34%[activator]
> CC1CN(S(=O)(=O)N2CCOCC2)CCN1S(=O)(=O)N1CCOCC1 (stereo not drawn)
  -1%, 3%, -13%, -3%, -5%, 4%, 2%, 1.1, 127%[activator]
> O=C(c1ccccc1)C1CCN(C(=O)C2CCC(=O)N(Cc3ccccc3F)C2)CC1 (stereo not drawn)
  4%, -1%, -14%, -7%, 5%, -11%, 20%, -0.2, 3%
> COc1ccc(C(=O)C(C)OC(=O)CNC(=O)c2ccco2)cc1 (stereo not drawn)
  ., ., -9%, ., -7%, 5%, 31%, ., -5%
> COC(=O)CNC(=O)c1cccc(Cl)c1
  32%, -1%, 0%, -15%, 13%, -4%, 4%, 0.3, 23%
> Cc1ccc(CN2CCC(C(=O)NCCC(C)C)CC2)o1
  15%, 0%, -15%, -7%, ?, 3%, 2%, -0.9, ?
> Cn1c(=O)c(=O)n(C)c2cc(S(=O)(=O)NCCN3CCN(c4ccccc4F)CC3)ccc21
  3%, 0%, 0%, -13%, -4%, -4%, 7%, 0.0, -4%
> O=C(COC(=O)c1cc(Cl)ccc1O)NC(=O)NCc1ccccc1
  ., ., 0%, ., 188%[activator], -6%, 1%, 0.3, 1%
> O=C(CSc1nc2nc(-c3cccs3)cc(C(F)(F)F)c2c(=O)[nH]1)Nc1c(F)c(F)c(F)c(F)c1F
  23%, -5%, -10%, -11%, -6%, 3%, -4%, -0.1, ?
> Nc1ccc2c(c1)Nc1ccccc1CC2
  23%, -8%, -3%, -14%, ?, 10%, 1%, 0.0, 20%
> Cc1[nH]n(-c2ccc(F)cc2)c(=O)c1/C=N/c1sc2c(c1C#N)CCCC2
  24%, -1%, -8%, ?, 26%, -3%, 16%, -0.5, ?

# Assay outcomes as filed in PubChem BioAssay.

# The list is partial; rates above refer to the full screens.
